TDP1 inh: qHTS Assay for Inhibitors of Tyrosyl-DNA Phosphodiesterase (TDP1); Tyrosyl-DNA phosphodiesterase 1 (Homo sapiens), Q9NUW8; recombinant TDP1, AlphaScreen DNA substrate cleavage; Potency, µM (series often up to 130 µM), without a hit: at the top dose activity change, negative = inhibition, usual class: inhibitors; 0.28% of 350,000 active; note: nearly all actives have a fitted effect of over 40% in size
Target sequence (Q9NUW8 whole entry, looked up): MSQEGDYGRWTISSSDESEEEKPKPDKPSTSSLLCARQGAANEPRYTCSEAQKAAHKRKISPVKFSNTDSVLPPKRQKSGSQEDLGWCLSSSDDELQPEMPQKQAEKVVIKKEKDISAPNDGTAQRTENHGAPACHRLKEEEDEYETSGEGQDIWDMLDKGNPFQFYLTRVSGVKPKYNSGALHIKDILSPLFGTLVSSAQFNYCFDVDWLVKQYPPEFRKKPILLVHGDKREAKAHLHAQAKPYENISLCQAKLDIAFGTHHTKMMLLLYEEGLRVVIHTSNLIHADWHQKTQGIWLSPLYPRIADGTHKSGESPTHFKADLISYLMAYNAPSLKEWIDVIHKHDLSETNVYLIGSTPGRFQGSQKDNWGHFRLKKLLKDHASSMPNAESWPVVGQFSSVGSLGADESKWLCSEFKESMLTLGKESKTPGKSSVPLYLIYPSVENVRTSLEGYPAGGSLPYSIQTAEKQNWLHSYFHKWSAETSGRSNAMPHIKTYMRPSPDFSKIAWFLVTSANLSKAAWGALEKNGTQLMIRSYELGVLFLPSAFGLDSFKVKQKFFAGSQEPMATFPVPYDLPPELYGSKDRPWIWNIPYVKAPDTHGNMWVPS
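Recombinant human Tdp1 (E. coli-expressed, 1 nM final) preincubated with compounds 15 min at room temperature, then 5'-biotin/3'-phosphotyrosine-FITC DNA substrate (15 nM final) added for 5 min. AlphaScreen beads (10 ug/ml final) added 10 min; cleavage lowers signal.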
TDP1 cell noCPT: qHTS for Inhibitors of human tyrosyl-DNA phosphodiesterase 1 (TDP1): qHTS in cells in absence of CPT; 15% of 420,000 active; Potency, µM (highest dose often 46.2 µM), for the others: at the top dose activity change, negative = growth inhibition, usual class: inhibitors; DT40 Tdp1-/- hTDP1 cells, no CPT, ATP luminescence, 48 h; note: nearly all actives have a fitted effect of over 55% in size
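DT40 Tdp1-/-;hTDP1 cells, no CPT (DMSO vehicle only), 400 cells/well; compounds pin-transferred; ≥48 hr, 37 °C; CellTiter-Glo 30 min RT dark, luminescence read.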
DT40 TDP1 CPT: qHTS for Inhibitors of human tyrosyl-DNA phosphodiesterase 1 (TDP1): qHTS in cells in presence of CPT; chicken DT40 Tdp1-/-;hTDP1 cells + 20 nM CPT, ATP luminescence, 48 h; Potency, µM (top dose mostly 46.2 µM), for the others: at the top dose activity change, negative = growth inhibition, hits mostly inhibitors; 12% of 420,000 active; AID 686979, 2013; note: nearly all actives have a fitted effect of over 55% in size
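Cell growth measured by CellTiter-Glo luminescence after a minimum 48 h, 37 C compound exposure with 20 nM CPT in Tdp1-knockout DT40 cells stably expressing hTDP1, seeded 400/well; qHTS titration format.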
The depositor's hits bear a star; ? = inconclusive; . = not tested or not shown; [ ] = remark or other dose. Calls come from the whole dose curve; as a rule, active = well fitted curve in the direction sought with a large enough effect; inconclusive = small, poorly fitted or top-dose-only effect, or another doubt; inactive = no such curve, though single readings can be large; an effect the other way counts as inactive or inconclusive. % is set by controls: 0 for no effect and ±100 for the full control effect; potency is the fitted concentration of half-maximal effect.

SMILES | TDP1 inh | TDP1 cell noCPT | DT40 TDP1 CPT
CCC(=O)N1CCCc2cc(S(=O)(=O)Nc3ccc(C)c(C)c3)ccc21 | 7% | 18µM* | 23µM*
Cc1cc(=O)oc2cc(OCc3ccc(C(=O)N4CCN(c5ccccc5)CC4)cc3)ccc12 | -1% | ? | ?
Cc1cccc(NC(=O)CSc2nnc(CSc3nc(C)cc(C)n3)o2)c1 | 4% | -22% | -15%
COc1ccc(-c2coc3cc(O)ccc3c2=O)c(O)c1O | . | ? | ?
CC(C)OCCCn1c(=NC(=O)c2cccs2)c(C#N)cc2c(=O)n3ccccc3nc21 | 6% | -24% | -26%
Cc1cccc(-c2nc(CSCC(=O)N3CCN(c4cccc(C)c4C)CC3)c(C)o2)c1 | 6% | ? | 18µM*
CCn1c(-c2cc(-c3cc(C)ccc3C)nc3ccccc23)n[nH]c1=S | 4% | ? | ?
O=C(Cc1ccc(F)cc1)NC1CCCCCC1 | . | -1% | ?
O=C(Nc1ccc2c(c1)OCO2)c1cc2ncc(Br)cn2n1 | -10% | 21µM* | ?
Cc1ccc(-c2nnc(-c3ccccc3)o2)cc1Br | . | -11% | 12%
CCn1nc(C)c(/C=N/NC(=O)Cn2cncn2)c1C | . | -5% | 4%
CCCCN(C(=O)CSc1nnnn1C)C1CCS(=O)(=O)C1 (stereo not drawn) | 1% | 12% | -7%

Structures shown so far that have sulfur:
SMILES | TDP1 inh | TDP1 cell noCPT | DT40 TDP1 CPT
CCC(=O)N1CCCc2cc(S(=O)(=O)Nc3ccc(C)c(C)c3)ccc21 | 7% | 18µM* | 23µM*
Cc1cccc(NC(=O)CSc2nnc(CSc3nc(C)cc(C)n3)o2)c1 | 4% | -22% | -15%
CC(C)OCCCn1c(=NC(=O)c2cccs2)c(C#N)cc2c(=O)n3ccccc3nc21 | 6% | -24% | -26%
Cc1cccc(-c2nc(CSCC(=O)N3CCN(c4cccc(C)c4C)CC3)c(C)o2)c1 | 6% | ? | 18µM*
CCn1c(-c2cc(-c3cc(C)ccc3C)nc3ccccc23)n[nH]c1=S | 4% | ? | ?
CCCCN(C(=O)CSc1nnnn1C)C1CCS(=O)(=O)C1 (stereo not drawn) | 1% | 12% | -7%

Other structures
SMILES | TDP1 inh | TDP1 cell noCPT | DT40 TDP1 CPT
CCc1cc(=O)[nH]c(SCc2nc(-c3ccc(C(F)(F)F)cc3)no2)n1 | 0% | 16µM* | 23µM*
Cc1cc(C(=O)N2CCC2(C)C(=O)NS(=O)(=O)c2ccc(F)cc2F)nn1C (stereo not drawn) | . | -1% | -2%
O=[N+]([O-])c1cccc(-c2cn(-c3ccccc3)c(=S)[nH]2)c1 | -8% | -28% | -1%
O=c1c2cc3c(cc2nc2sc(Nc4ccc(F)cc4F)nn12)OCO3 | -3% | 10% | 6%
Cc1nn(-c2ncc(C(F)(F)F)cc2Cl)c(=O)n1-c1ccc(F)cc1 | 4% | -28% | ?
COC(=O)C1=C(C)Nc2nc(-c3ccccc3)nn2C1c1ccc(C)o1 (stereo not drawn) | 5% | ? | ?
CCC(NC(=O)c1ccccc1NC(=O)c1ccccc1)C(=O)NNC(=O)CSc1nc2ccccc2o1 (stereo not drawn) | 8% | ? | ?
Cc1nn(Cc2cccc(C(=O)O)c2)c(C)c1[N+](=O)[O-] | . | 17% | -7%
O=C(N/N=C1\CCCc2oc(C(=O)O)cc21)c1ccccc1 | 9% | 0% | -5%
CC(=O)c1ccc(NC(=O)CCc2nnc3ccc(NCc4ccco4)nn23)cc1 | -9% | -26% | ?
Cc1c(C(=O)NCCSCc2ccc(F)cc2)cnn1-c1ccc(Cl)cc1 | 0% | ? | -13%
O=C(NCc1ccco1)C(NS(=O)(=O)c1cccc2nsnc12)c1ccccc1 (stereo not drawn) | 2% | -1% | -11%
COc1ccc(NS(=O)(=O)c2cccc(C(=O)NNC(=O)NCCCl)c2)cc1 | 0% | 2% | 9%
O=C(CCc1nnc(Cc2cccc(C(F)(F)F)c2)o1)NC1CC1 | 6% | 11% | -9%
CCOC(=O)/C(C#N)=C/c1ccc(N2CCN(Cc3ccccc3)CC2)cc1 | -3% | 21µM* | ?
Cc1cc2oc(=O)cc(CN3CCOCC3)c2cc1O | . | -6% | 1%
COc1ccc(Cl)cc1NC(=O)CN(C)C(=O)c1cccc(S(=O)(=O)N2CCN(C)CC2)c1 | 2% | -4% | -2%
CCCCSCCCNC(=O)c1ccc(CS(=O)(=O)c2ccc(OC)cc2)o1 | . | ? | 18µM*
Cc1ccc(-c2nc(CS(=O)(=O)CC(=O)N3CCN(c4ccccc4)CC3)c(C)o2)cc1 | 12% | 23µM* | ?
CC(=O)Nc1ccc(S(=O)(=O)N2CCC(C(=O)NC3CCCC3)CC2)cc1 | 0% | 12% | 0%
CNC(=O)c1ccc(NC(=O)CN2c3cccc4cccc(c34)S2(=O)=O)cc1 | -12% | -17% | 2%
CCOC(=O)C1(Cc2ccc(OC)cc2)CCN(C(=O)CC2CCC(=O)N2)CC1 (stereo not drawn) | . | 4% | -10%
CC(C)(C)NC(=O)c1ccc(C(=O)NC(C)(C)C)cc1 | 1% | ? | 2%
O=c1[nH]n(-c2ccc([N+](=O)[O-])cc2)c(=O)c2ccccc12 | 5% | 1% | -3%
C/C(=N\NC(=O)C(=O)Nc1cccc(C(F)(F)F)c1)c1ccc(Cl)s1 | 7% | ? | ?
C/C(=N\NC(=O)c1nnn(-c2nonc2N)c1CN(C)c1ccccc1)c1cccs1 | . | 2% | -20%
CCN(c1ccccc1)c1nc2nonc2nc1NCCO | . | -22% | 10%
CCn1cc(-c2n[nH]c(=S)n2-c2ccc(C)cc2Br)c(=O)c2ccc(C)nc21 | -10% | ? | -24%
Cc1nc(N2CCN(c3ccccn3)CC2)c2c(C)c(C(=O)Nc3ccc(Cl)cc3)sc2n1 | 1% | ? | ?
CC(=O)Nc1cncc(-c2ccccc2C(C)=O)n1 | . | -5% | -24%
CCCN1C2CCCC1CC(NC(=O)Nc1cccc(C(C)=O)c1)C2 (stereo not drawn) | 2% | 2% | -14%
CCN(CCCNC(=O)c1nn(-c2ccc(C)cc2)c(=O)c2c1c1ccccc1n2C)c1cccc(C)c1 | -12% | ? | -27%
CCCCOc1nnc(-c2ccc(OCC)cc2)c2ccccc12 | . | ? | ?
CCOc1cc(C(N)=O)cc(Br)c1OC | 5% | 16µM* | 23µM*
CN(C)CCN(Cc1cc2cc3c(cc2[nH]c1=O)OCO3)C(=S)NCC1CCCO1 (stereo not drawn) | 0% | -22% | 18%
Cc1ccc(S(=O)(=O)N2CCN(c3ccc([N+](=O)[O-])c4cccnc34)CC2)cc1 | 0% | ? | ?
Cc1cc(NNC(=O)c2ccccc2)nc(NNC(=O)c2ccccc2)n1 | 3% | -15% | -7%
COCCNC(=O)Cc1ccc(Br)cc1 | 6% | 7% | -1%
COCCn1c(=NC(=O)c2ccc(S(=O)(=O)N3CCc4ccccc4C3)cc2)sc2cc(S(N)(=O)=O)ccc21 | 11% | ? | ?
CCN(CC)c1ccc(C2Nc3cccc4cccc(c34)N2)c(O)c1 | 4% | -21% | -27%
C[C@H](NC(=O)c1nc[nH]c1C(=O)NCC(=O)OC(C)(C)C)C(=O)OC(C)(C)C | 1% | ? | ?
COC(=O)c1cccc(NC(=O)c2ccc[n+]([O-])c2)c1 | . | -2% | -9%
Cc1csc(=O)n1CC(=O)OC(C)C(=O)Nc1cccc(Cl)c1 (stereo not drawn) | -8% | -17% | -15%
O=C(CSc1nnnn1C1CCCC1)N1CCCc2ccccc21 | 2% | -28% | -23%
CSCC[C@H](NC(=O)OC(C)(C)C)c1nnc(SCC(N)=O)o1 | 6% | 2% | -4%
CCCCOc1ccc(-c2nnn(CC(=O)NCc3ccco3)n2)cc1 | -1% | 4.6µM* | 4.6µM*
CCS(=O)(=O)NC(=O)C1(C)CCN1C(=O)C1(c2ccc(Cl)cc2)CC1 (stereo not drawn) | . | -9% | -28%
C=CCn1c(=N)c(C(=O)NCCCOC)cc2c(=O)n3ccccc3nc21 | 7% | -6% | -1%

Filtered by structure: the compounds so far with a tert-butyl group
SMILES | TDP1 inh | TDP1 cell noCPT | DT40 TDP1 CPT
CC(C)(C)NC(=O)c1ccc(C(=O)NC(C)(C)C)cc1 | 1% | ? | 2%
C[C@H](NC(=O)c1nc[nH]c1C(=O)NCC(=O)OC(C)(C)C)C(=O)OC(C)(C)C | 1% | ? | ?
CSCC[C@H](NC(=O)OC(C)(C)C)c1nnc(SCC(N)=O)o1 | 6% | 2% | -4%

Further records follow:
SMILES | TDP1 inh | TDP1 cell noCPT | DT40 TDP1 CPT
O=C(c1cscn1)N1CCOc2ccc(CN3CCC(Oc4cccnc4)CC3)cc2C1 | . | 0.29µM* | ?
Brc1cccc(OCCN2CCCCC2)c1 | -10% | -7% | -2%
CCOc1cc(/C=N\NC(=O)c2ccc(C)nc2)ccc1OC(=O)c1ccc(F)cc1 | 2% | ? | -27%
CCC(=O)NNC(=O)CCC(=O)Nc1cccc(Cl)c1C | 0% | -1% | 8%
COc1cc(NC(=O)N2CCC3(CC2)Nc2cc(F)ccc2-n2cccc23)cc(OC)c1OC | 5% | 26µM* | 16µM*
CCc1ccccc1N1C(=O)CC(Sc2nccc(C)n2)C1=O (stereo not drawn) | 4% | ? | ?
COc1ccc(NC(=O)CN(C)C(=O)c2sc3cc(Cl)ccc3c2Cl)cc1 | 4%[0.505 µM] | ? | -17%
CSc1ncc(C(=O)Nc2ccc(C)c(Cl)c2)c(-c2ccccc2)n1 | 1% | ? | 23µM*
CCOC(=O)c1ccc(N=Nc2c(C)[nH]n(-c3ccccc3)c2=O)cc1 | . | ? | -2%
CCOC(=O)/C=C1\SCC(=O)N1CCOc1cccc(Br)c1 | -4% | -23% | -9%
COc1cc2c(cc1OC)C(c1c[nH]c3ccccc13)NCC2 (stereo not drawn) | 7% | ? | ?
CCCCOC(=O)Nc1ccc(N(C)C)cc1 | 5% | -2% | -2%
O=C(Nc1cccc(C(=O)N2CCOCC2)c1)c1ccccc1Br | 1% | 9% | 2%
O=C(C[C@@H]1CC[C@@H](NC(=O)Nc2cccc(F)c2)[C@@H](CO)O1)NCC1CCCCC1 | . | -30% | 10%
Cn1cc(C(=O)NC2CCCCCCC2)c(=O)c2cc(S(=O)(=O)N3CCCC3)ccc21 | 9% | ? | -27%
CCCNC(=O)c1ccc(-c2nn(C)c(=O)c3ccccc23)cc1 | . | -14% | 0%
COc1ccc(C(=O)Cn2ccsc2=NC(C)=O)cc1 | -5% | -5% | 7%
CCOc1ccc(C(=O)NCC(c2cccs2)S(=O)(=O)c2ccccc2)cc1 (stereo not drawn) | 5% | ? | 29µM*
O=C(NCc1ccccc1Cl)c1ccc2nc([C@@H]3O[C@H](CO)[C@H](O)[C@H](O)[C@H]3O)[nH]c2c1 | . | 4% | -19%
CCOc1ccc(/C=C2\CCC(C3CCCC3)C2=O)cc1 (stereo not drawn) | . | -1% | -3%
CCOC(=O)N1CCN(c2nc(-c3cccs3)cc(C(F)(F)F)n2)CC1 | 3% | ? | ?
Cc1ccc(NS(=O)(=O)c2cccc(C(=O)NNC(=O)NC3CCCCC3)c2)c(C)c1 | . | ? | ?
Nc1ncnc2c1ncn2[C@@H]1O[C@H](COP(=O)(O)OP(=O)(O)OC[C@H]2OC(O)[C@H](O)[C@@H]2O)[C@@H](O)[C@H]1O (stereo partly drawn) | -1% | ? | -20%
CCOC(=O)CC1(CCc2ccccc2)Oc2ccccc2N1S(=O)(=O)c1ccc(C)cc1 (stereo not drawn) | . | ? | ?
CCO[C@@H]1OC(C(=O)N2CCN(Cc3ccc4c(c3)OCO4)CC2)=C[C@H](c2csc3ccccc23)[C@H]1CCCO | 6% | 23µM* | -89%
Cc1cccc(-c2cc(C(=O)Nc3c(C)n(C)n(-c4ccccc4)c3=O)c3ccccc3n2)c1 | 5% | 15µM* | 26µM*
O=C(CSc1n[nH]c(-c2ccccc2Cl)n1)NCc1cccc(C(=O)O)c1 | -3% | 44%[activator] | 3%
CN(C)c1ccc(NC(=O)COC(=O)Cn2nnc3ccccc32)cc1 | 8% | -2% | -4%
CCc1ccc(OCC(=O)OCC(=O)c2c(N)n(C)c(=O)n(C)c2=O)cc1 | 5% | 5% | 9%
COc1cccc(C(O)c2cnc(C(C)C)n2C)c1 (stereo not drawn) | . | -11% | 13%
CCN1CCN(c2ccc(NC(=O)c3ccco3)cc2Cl)CC1 | -5% | -15% | -14%
O=C(/C=C/c1ccc(Br)o1)OCc1ccccc1 | -9% | -2% | -8%
O=C(OCn1nnc2ccccc2c1=O)C1COc2ccccc2O1 (stereo not drawn) | -3% | 1% | -17%
